iPSC survival up – hiPSC single-cell survival enhancement; ATPlite luminescence; 100% = ROCK inhibitor wells, 0% = DMSO; survival enhancement, % at 20 µM; 0.044% of 360,000 active; AID 602274; in the data active = survival enhancement above about 18%;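 also: cells exposed to compounds for 16 hours before the ATP read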
CaV13 FRET inh – Disruptors of the CACNA1D IQ motif to Ca2+-dependent inactivation inhibitor domain association, primary screening, Förster resonance energy transfer in intact living …; HEK cells, CFP/YFP FRET ICDI-IQ, plate reader, 10 min; percent FRET-ratio fall versus neutral wells; inhibition, % at 12.3 µM; 0.098% of 340,000 active; AID 743397;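 active = mean replicate inhibition of at least 30% and at least 1% of replicates passing that level; inconclusive = only one of the two criteria is met; inactive = neither criterion is met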;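 also: 0% = median of the neutral control wells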
Peg3 prom inh – reduces Peg3 promoter-driven luciferase expression in HeLa | HeLa PEG-Prom luciferase reporter, luminescence, overnight | inhibition, % at 20 µM | 1.7% of 360,000 active;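 active = inhibition of at least 50% at 20 µM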
NR2E3 ag-1 – agonists of human nuclear receptor NR2E3 | inhibition of corepressor binding, % at 4.78 µM | 0.12% of 320,000 active | GST-NR2E3/biotin-RetCOR TR-FRET, 1536-well | AID 2300;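 active = percent inhibition above the cutoff of mean plus 3 SD of all tested compounds, set per screening campaign, cut at about 20% in these data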;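 also: 0% = DMSO wells and 100% = biotin wells as full block of FRET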
Target sequence (Q9Y5X4 whole entry, looked up): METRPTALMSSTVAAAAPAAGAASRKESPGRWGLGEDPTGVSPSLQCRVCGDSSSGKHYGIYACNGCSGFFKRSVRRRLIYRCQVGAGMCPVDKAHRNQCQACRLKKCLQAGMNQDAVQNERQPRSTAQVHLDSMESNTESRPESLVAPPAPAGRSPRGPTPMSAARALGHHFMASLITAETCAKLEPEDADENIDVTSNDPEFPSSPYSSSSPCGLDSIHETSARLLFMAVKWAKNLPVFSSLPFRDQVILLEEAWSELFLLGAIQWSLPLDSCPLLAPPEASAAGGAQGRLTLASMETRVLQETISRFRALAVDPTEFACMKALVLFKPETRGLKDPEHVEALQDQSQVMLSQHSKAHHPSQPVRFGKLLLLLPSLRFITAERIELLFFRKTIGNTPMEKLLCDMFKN
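system = GST-tagged NR2E3 plus biotinylated RetCOR corepressor | input = 1.35 nM GST-NR2E3 | also added = 7 nM biotin-RetCOR | schedule = 5 h incubation at 4 °C | measured by = TR-FRET with europium anti-GST and streptavidin-D2, 340 nm excitation | read-out = percent loss of FRET ratio relative to control wells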
TRPM1 prom inh – inhibitors of MITF-driven TRPM1 promoter in melanoma cells; SK-MEL-5 TRPM1 promoter luciferase, 24 h; inhibition, % at 12.5 µM; 0.83% of 330,000 active; AID 488899;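 active = mean inhibition across replicates of 60% or more, whatever share of single replicates reaches that level; inconclusive = some that reach 60%, reason not given; inactive = mean inhibition across replicates below 60%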; also: values of inactives mirror those of a sister screen read the other way
HTR2A ag – mouse HTR2A agonism via beta-arrestin recruitment. CHO-K1 mHTR2A beta-arrestin complementation, luminescence; percent of 30 µM serotonin response. activation, % at 7.6 µM. 0.66% of 360,000 active. AID 624169;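 active = activation above a run cutoff, the mean activation of all tested compounds plus 3 SD, cut at about 14% in these data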;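 also: 0% = plate median of compound wells and 100% = 30 µM serotonin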
Shn3 3UTR inh – inhibitors of Schnurri-3 3'UTR reporter in osteoblasts | Clone20 osteoblast Shn3 3'UTR firefly luciferase, 24 h | inhibition, % at 12.5 µM | 0.52% of 360,000 active | AID 588674;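 active = mean inhibition of at least 75% with every replicate also reaching 75%; inconclusive = mean inhibition at least 75% but some replicate below; inactive = mean inhibition below 75%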;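 also: 0% = median of neutral control wells and 100% = pilot-screen positive control compound; some compounds past the cut are filed as inactive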
Cardio protect – protects H9c2 cardiomyocytes from peroxide injury; 0.63% of 360,000 active; protection from H2O2 cell death, % at 20 µM; H2O2 injury protection, ATPLite, 2 h; AID 588492;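 active = compounds giving at least 50% protection of heart cells from peroxide-induced death in the single-dose screen, raw or plate-pattern-corrected value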;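 also: 0% = DMSO wells with peroxide and 100% = DMSO wells without peroxide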
NR2E3 ag-2 – human photoreceptor-specific nuclear receptor agonism; 0.35% of 360,000 active; AID 602229; inhibition of corepressor binding, % at 3.98 µM; Q9Y5X4; CHO-S Gal4-NCOR/VP16-NR2E3 two-hybrid, luciferase;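 active = inhibition above the mean of all tested compounds plus 3 SD, cut at about 70% in these data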;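 also: 0% = DMSO with NR2E3 transfected cells and 100% = cells lacking NR2E3 construct; higher means lower luciferase signal from less NR2E3 corepressor binding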
PDI turbidity – blocks human protein disulfide isomerase activity | PDI insulin aggregation turbidity, A650, 90 min | inhibition, % at 10 µM | P07237 | AID 588391 | 0.052% of 350,000 active;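 active = mean inhibition across replicates of 30% or more, whatever share of single replicates reach that level; inconclusive = mean inhibition below 30% while every single replicate reaches 30%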;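 also: absorbance from insulin aggregation driven by PDI reduction with DTT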
HIF-2a block – inhibitors of HIF-2a; 786-0 RCC cells HIF-2a reporter, luciferase luminescence, overnight; inhibition, % at 18.8 µM; 0.72% of 360,000 active; AID 624352;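 active = inhibition of the luminescence signal of 40% or more relative to plate controls, in a single-dose primary screen at 18.75 µM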
* = called active by the depositor; ? = inconclusive; / = no result given.

SMILES	iPSC survival up	CaV13 FRET inh	Peg3 prom inh	NR2E3 ag-1	TRPM1 prom inh	HTR2A ag	Shn3 3UTR inh	Cardio protect	NR2E3 ag-2	PDI turbidity	HIF-2a block
Cc1ccc(CNC(=O)CSc2nnc3c(n2)[nH]c2ccccc23)cc1	-0.7	-4	15	0	-7	0	-9	2	-15	-41	5
CC(C)Oc1cc(F)ccc1-c1cc(C(=O)Nc2cccc(C(F)(F)F)c2)[nH]n1	-2.3	-7	38	/	/	-3	47	-11	-2	4	-18
CCCNC(=O)c1cc(C2CCCN(C(=O)c3ccc4ccccc4c3)C2)on1 (configuration not stated)	4.7	-6	7	/	/	8	-1	7	27	2	15
O=[N+]([O-])c1cc([N+](=O)[O-])c2cc3ccccc3nc2c1	-0.5	-4	92*	1	54	-7	71	-20	-27	-6	15
Cc1sc2nc(CN3CCN(c4ccc(O)cc4)CC3)[nH]c(=O)c2c1C	-0.5	-8	10	0	5	-2	-3	19	-10	10	12
COc1ccccc1N(CCC#N)C(=O)COC(=O)CCC(=O)c1ccc(F)cc1	0.2	-6	-6	0	2	4	-11	-7	4	9	5
c1cc(-c2ccsc2)n2cnnc2c1	-2.8	-6	-3	/	/	2	-4	10	18	10	10
O=C(CSCc1ccccc1Cl)Nc1ccc(C(=O)O)cc1	1.2	-1	-4	1	-11	-1	3	-1	8	-7	17
O=C(OCC(=O)N1CCN(S(=O)(=O)c2ccccc2)CC1)c1ccc([N+](=O)[O-])o1	0.0	-6	-1	-4	-3	1	-8	26	5	11	3
Cc1cc(C)c(-c2cc(NC(=O)CSc3nncn3C)n(-c3ccccc3)n2)cc1C	-0.8	/	9	3	-1	-4	6	-2	9	1	10
COCCN1CC(=O)N2C(c3cccc(OC)c3)c3[nH]c4ccccc4c3C[C@H]2C1=O (some centres not stated)	0.1	-18	-2	-1	11	3	3	0	-9	2	25
Cc1onc(-c2c(Cl)cccc2Cl)c1C(=O)NC(C)(C)CO	2.9	-4	0	0	2	-1	11	-3	6	9	12
O=S(=O)(NCC(c1ccco1)N1CCc2ccccc2C1)c1ccc(Br)cc1 (configuration not stated)	-0.3	-2	5	-3	7	2	3	-11	-15	9	-10
CC(C)NC(=O)c1cc2c(C(F)(F)F)nn(C)c2s1	-1.6	0	5	-1	2	-1	-2	2	17	2	4
Cc1ccc(CNC(=O)CCn2cc(-c3ccc(F)cc3)nc2-c2ccncc2)cc1	-1.1	-5	2	0	-9	2	13	-5	-14	-6	3
CN(C)CCCNCCCNC(=O)/C(=N\O)c1ccccn1	6.2	-4	-3	-1	4	4	2	3	0	2	21
O=C(Nc1cccc([N+](=O)[O-])c1)Nc1cccs1	2.6	-5	-35	2	-27	-13	59	-24	-6	6	-76
CC(NC(=O)C(NC(=O)C1CCCN1C(=O)OC(C)(C)C)C(C)C)C(N)=O (configuration not stated)	0.3	/	0	-1	7	4	-22	2	16	0	0
CCOC(=O)c1ccc(S(=O)(=O)N2CCN(C(=O)c3cc(=O)c4ccccc4o3)CC2)cc1	0.2	-3	7	0	3	2	24	-4	8	3	6
COC(=O)c1sccc1NC(=O)c1cc(OC)c(OC)c(OC)c1	1.2	-5	2	1	-13	1	7	11	-23	3	-6

A stretch taken from the entries so far:
SMILES	iPSC survival up	CaV13 FRET inh	Peg3 prom inh	NR2E3 ag-1	TRPM1 prom inh	HTR2A ag	Shn3 3UTR inh	Cardio protect	NR2E3 ag-2	PDI turbidity	HIF-2a block
Cc1cc(C)c(-c2cc(NC(=O)CSc3nncn3C)n(-c3ccccc3)n2)cc1C	-0.8	/	9	3	-1	-4	6	-2	9	1	10
COCCN1CC(=O)N2C(c3cccc(OC)c3)c3[nH]c4ccccc4c3C[C@H]2C1=O (some centres not stated)	0.1	-18	-2	-1	11	3	3	0	-9	2	25
Cc1onc(-c2c(Cl)cccc2Cl)c1C(=O)NC(C)(C)CO	2.9	-4	0	0	2	-1	11	-3	6	9	12
O=S(=O)(NCC(c1ccco1)N1CCc2ccccc2C1)c1ccc(Br)cc1 (configuration not stated)	-0.3	-2	5	-3	7	2	3	-11	-15	9	-10
CC(C)NC(=O)c1cc2c(C(F)(F)F)nn(C)c2s1	-1.6	0	5	-1	2	-1	-2	2	17	2	4
Cc1ccc(CNC(=O)CCn2cc(-c3ccc(F)cc3)nc2-c2ccncc2)cc1	-1.1	-5	2	0	-9	2	13	-5	-14	-6	3

(list continues)
SMILES	iPSC survival up	CaV13 FRET inh	Peg3 prom inh	NR2E3 ag-1	TRPM1 prom inh	HTR2A ag	Shn3 3UTR inh	Cardio protect	NR2E3 ag-2	PDI turbidity	HIF-2a block
COc1ccc(C(=O)C[n+]2cn(C(F)F)c3ccccc32)c(F)c1	-0.6	11	-38	0	-11	-1	-8	-2	-133	0	-165
CC(C)C(=O)N1CCN(c2ccc(NC(=S)NC(=O)c3cc4ccccc4o3)cc2)CC1	0.0	-6	16	-2	4	2	40	-13	11	7	-8
CC(=O)c1ccc(N2CCC(c3cc(-c4ccc(Cl)cc4)n[nH]3)CC2)c([N+](=O)[O-])c1	0.8	/	23	0	17	-3	?	-13	36	-3	-16
COc1cccc(C(=O)Nc2sc3c(c2C#N)CCN(C(C)=O)C3)c1	-1.8	13	-16	-4	3	0	8	-5	-51	-2	-22

Four entries picked at random from the list so far:
SMILES	iPSC survival up	CaV13 FRET inh	Peg3 prom inh	NR2E3 ag-1	TRPM1 prom inh	HTR2A ag	Shn3 3UTR inh	Cardio protect	NR2E3 ag-2	PDI turbidity	HIF-2a block
COc1ccc(C(=O)C[n+]2cn(C(F)F)c3ccccc32)c(F)c1	-0.6	11	-38	0	-11	-1	-8	-2	-133	0	-165
CC(C)C(=O)N1CCN(c2ccc(NC(=S)NC(=O)c3cc4ccccc4o3)cc2)CC1	0.0	-6	16	-2	4	2	40	-13	11	7	-8
COc1cccc(C(=O)Nc2sc3c(c2C#N)CCN(C(C)=O)C3)c1	-1.8	13	-16	-4	3	0	8	-5	-51	-2	-22
CC(=O)c1ccc(N2CCC(c3cc(-c4ccc(Cl)cc4)n[nH]3)CC2)c([N+](=O)[O-])c1	0.8	/	23	0	17	-3	?	-13	36	-3	-16
